Assay outcomes deposited in PubChem by National Center for Advancing Translational Sciences (NCATS).
Pol III holo inh: qHTS Assay for Inhibitors of DNA Polymerase III Holoenzyme System; Potency, µM (titrated, usually from 57.1 µM), for inactives: at the highest dose activity change, negative = inhibition; actives 0.25% (n = 71,000); reconstituted DNA polymerase III holoenzyme replication, biochemical; further: potency means the concentration at half of the fitted maximal effect; on the % scale 0 is the no-effect control and ±100 the full control effect
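Reconstituted *E. coli* holoenzyme (0.35 nM Pol III, 1 nM beta, 154 nM SSB, 2 nM primase) was preincubated with compound for 15 min at RT. Synthesis on 1.4 nM ssM13Gori ran 35 min, then was stopped with PicoGreen/EDTA and read as dsDNA fluorescence.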
Luciferase inh: qHTS Assay for Inhibitors of Firefly Luciferase | AID 411, 2009 | actives 2.2% (n = 72,000) | purified firefly luciferase, luminescence, 8 min | Potency, µM (titrated, usually from 57.1 µM), without a hit: at the highest dose activity change, negative = inhibition, hits mostly inhibitors; further: potency means the concentration at half of the fitted maximal effect; on the % scale 0 is the no-effect control and ±100 the full control effect; nearly all actives have a fitted effect of over 40% in size
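Substrate buffer containing 10 uM ATP (pH 7.2 imidazole, Mg2+, KCl, detergent, BSA) is dispensed, compound pinned in, then luciferase/luciferin detector mix added. After 8 min at ambient temperature, light output is measured.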
HBB splice mod: qHTS Assay for Modulators of Hemoglobin Beta Chain Splicing | HBB splicing reporter cell assay, activation; EGFP reporter with mutant IVS2-654 intron; response scale: normalised to 500 nM splice-correcting PNA | Potency, µM (top dose mostly 46.1 µM), without a hit: at the top dose activation, most hits filed as activators | actives 0.06% (n = 65,000); further: potency means the concentration at half of the fitted maximal effect; 0% is about no effect
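Compounds were applied for 2 days to HeLa EGFP-654 cells, 500/well in Optimem with 2% FCS. The reporter's EGFP is disrupted by mis-splicing of beta-globin intron IVS2-654. Readout: summed well GFP fluorescence from 488 nm laser scanning; reference was 500 nM antisense […] 654 PNA.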
ALOX15 inhib: qHTS Assay for Inhibitors of 15-hLO (15-human lipoxygenase); Polyunsaturated fatty acid lipoxygenase ALOX15 (Homo sapiens), P16050; purified 15hLO-1, xylenol orange hydroperoxide absorbance; Potency, µM (highest dose often 57.1 µM), for the others: at the highest dose activity change, negative = inhibition, most hits filed as inhibitors; actives 1.4% (n = 74,000); AID 887, 2007; further: potency means the concentration at half of the fitted maximal effect; on the % scale 0 is the no-effect control and ±100 the full control effect; nearly all actives have a fitted effect of over 55% in size
Target sequence (P16050 whole entry, looked up): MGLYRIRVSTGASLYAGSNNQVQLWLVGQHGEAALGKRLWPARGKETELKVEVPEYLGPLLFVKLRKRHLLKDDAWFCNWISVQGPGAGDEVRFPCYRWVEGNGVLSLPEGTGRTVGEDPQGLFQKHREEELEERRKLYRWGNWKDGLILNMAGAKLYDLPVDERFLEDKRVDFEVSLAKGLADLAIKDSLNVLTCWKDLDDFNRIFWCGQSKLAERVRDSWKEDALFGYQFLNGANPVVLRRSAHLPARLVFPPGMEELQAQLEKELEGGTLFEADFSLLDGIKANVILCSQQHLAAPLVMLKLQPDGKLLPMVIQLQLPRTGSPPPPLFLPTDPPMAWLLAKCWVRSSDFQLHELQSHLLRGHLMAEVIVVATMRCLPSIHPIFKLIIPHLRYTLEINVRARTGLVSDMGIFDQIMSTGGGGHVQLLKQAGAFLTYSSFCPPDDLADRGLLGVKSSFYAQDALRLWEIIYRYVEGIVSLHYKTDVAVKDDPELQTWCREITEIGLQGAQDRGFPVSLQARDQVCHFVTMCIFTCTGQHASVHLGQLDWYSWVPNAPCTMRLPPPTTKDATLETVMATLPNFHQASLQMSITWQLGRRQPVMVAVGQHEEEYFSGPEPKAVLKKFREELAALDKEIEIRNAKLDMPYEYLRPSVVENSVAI
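Purified human 15hLO-1 (40 nM) in 25 mM Hepes pH 7.5, 0.01% Triton X-100, preincubated 15 min RT with compound, then 50 uM arachidonic acid for 6 min. Hydroperoxide read by ferrous/xylenol orange, 30 min; 573/405 nm absorbance ratio gave progress.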
GFP derepression: qHTS Assay for Epigenetic Modulators; actives 0.09% (n = 68,000); mouse C127i GFP locus derepression, cytometry, 30 h; Potency, µM (titrated, usually from 46.1 µM), for inactives: top-dose GFP derepression (activation); further: % of control where 0% means no effect
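Murine C127i mammary cells carrying a silenced, stably integrated CMV-driven GFP reporter were treated with compound for 30 hours at 37 C. After PBS washes, GFP-positive cells were counted by laser-scanning microplate cytometry.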
Tau filament bind: qHTS Assay for Tau Filament Binding | recombinant tau filaments, thioflavin S fluorescence, 15 h; filaments grown with octadecylsulfate alongside compound | actives 2% (n = 71,000) | Microtubule-associated protein tau (Homo sapiens), P10636 | Potency, µM (top dose mostly 57.1 µM), for the others: top-dose activity change, negative = inhibition | AID 596, 2007;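 further: potency means the concentration at half of the fitted maximal effect; on the % scale 0 is the no-effect control and ±100 the full control effect; actives lower thioflavin S fluorescence by blocking filaments or displacing dye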
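Thioflavine S fluorescence (ex 450, em 510 nm) reports filaments formed from 1 uM human tau plus 30 uM ODS over 15 h at 37 C (10 mM HEPES pH 7.4, 100 mM NaCl, 5 mM DTT); compounds displacing dye or blocking filaments lower signal.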
CRE-bla Fsk: Cell signaling CRE-BLA (Fsk stim) | actives 2.5% (n = 71,000) | AID 662, 2007 | Potency, µM (highest dose often 38.2 µM), for the others: at the top dose activity change, negative = inhibition, actives largely listed as activators | CHO CRE-bla reporter (cAMP response element driving beta-lactamase), forskolin EC10, beta-lactamase ratio; active means well fitted activation curve with a large enough effect in the signal ratio, with a control signal flat, not every such curve was filed as active; inconclusive means small, poorly fitted or top-dose-only effect, or effect the other way, or a change in a side signal; the % refers to the signal ratio; further: potency means the concentration at half of the fitted maximal effect; % of control where 0% means no effect
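CRE-bla CHO cells stimulated with EC10 NKH 477 (water-soluble forskolin) and compound titrations, 3 h at 37C; beta-lactamase read with CCF4 after 2 h at room temperature. Activity from 460/530 nm emission ratio, AC50 values for positive or negative modulation.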
UbGFP stabilizer: Ubiquitin-GFP Assay; Ubiquitin-GFP reporter cells, proteasome inhibition, GFP fluorescence; response scale: untreated = 0%, 10 µM MG-132 = 100%; Potency, µM (top dose mostly 45.9 µM), inactives show at the highest dose activation (GFP accumulation), hits mostly activators; 67,000 tested, under 10 active; active means well fitted activation curve with a large enough effect, not every such curve was filed as active; inconclusive means small, poorly fitted or top-dose-only effect, or another doubt; inactive means no such curve, though single readings can be large or run the other way; further: potency means the concentration at half of the fitted maximal effect
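U2OS cells expressing ubiquitin(G76V)-GFP, seeded overnight in 0.5% FBS medium, then treated 4 hr at 37 C across 46 uM to 2.9 nM. GFP-positive cells counted by laser cytometry (488 ex/515 em); %activity scaled between basal and 10 uM MG-132.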
ERK AVP inh: qHTS Assay for Inhibitors of the ERK Signaling Pathway using a Homogeneous Screening Assay; HEK293-V1b, vasopressin-stimulated pERK AlphaScreen; Potency, µM (highest dose often 57.5 µM), inactives show at the highest dose activity, negative = inhibition, most hits filed as inhibitors; actives 0.99% (n = 72,000); AID 995, 2007; further: potency means the concentration at half of the fitted maximal effect; on the % scale 0 is the no-effect control and ±100 the full control effect; nearly all actives have a fitted effect of over 55% in size
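qHTS, compounds titrated on V1b-expressing HEK293 cells. Preincubation 30 min at 37C, vasopressin 25 nM for 5 min, lysis 10 min, bead incubation 5 hr at room temperature.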
HADH2 inh: qHTS Assay for Inhibitors of HADH2 (Hydroxyacyl-Coenzyme A Dehydrogenase, Type II). 3-hydroxyacyl-CoA dehydrogenase type-2 (Homo sapiens), Q99714. recombinant HADH2, NADH fluorescence, beta-hydroxybutyryl-CoA. Potency, µM (titrated, usually from 57.1 µM), for the others: at the highest dose activity change, negative = inhibition, actives largely listed as inhibitors. actives 3.4% (n = 73,000); further: potency means the concentration at half of the fitted maximal effect; on the % scale 0 is the no-effect control and ±100 the full control effect; nearly all actives have a fitted effect of over 60% in size; many of its hits are not listed in these tables
Target sequence (Q99714 whole entry, looked up, one chain of several): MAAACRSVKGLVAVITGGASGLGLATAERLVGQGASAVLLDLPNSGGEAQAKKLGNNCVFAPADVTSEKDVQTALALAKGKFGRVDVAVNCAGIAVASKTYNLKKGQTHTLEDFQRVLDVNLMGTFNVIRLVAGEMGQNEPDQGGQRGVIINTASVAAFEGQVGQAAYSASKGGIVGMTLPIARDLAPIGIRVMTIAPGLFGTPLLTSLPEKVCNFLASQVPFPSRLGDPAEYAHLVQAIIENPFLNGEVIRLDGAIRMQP
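E. coli-expressed His-tagged HADH2 tested at 20 nM in alkaline Tris buffer (pH 9.0); oxidation of 90 uM beta-hydroxybutyryl-CoA with 1 mM NAD+ tracked fluorimetrically for 4 min.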
Hsp90 Hop PPI: qHTS Assay for Disrupters of an Hsp90 Co-Chaperone Interaction; Potency, µM (top dose mostly 57 µM), for inactives: at the highest dose activity change, negative = inhibition; actives 0.44% (n = 71,000); AID 595, 2007; AlphaScreen TPR2A-His6 binding biotin-Hsp90 C-terminal peptide; Hsp90 C-terminal peptide / TPR2A (Hop) interaction, human; active means well fitted curve in either direction with a large enough effect; inconclusive means small, poorly fitted or top-dose-only effect, or another doubt; further: potency means the concentration at half of the fitted maximal effect; on the % scale 0 is the no-effect control and ±100 the full control effect; many of its hits are not listed in these tables
The depositor's hits bear a star; i = inactive; ? = inconclusive; . = not tested or not shown; [ ] = another dose, or the depositor's remark. Unless noted, the call rests on the fitted dose curve; in most records, active means well fitted curve in the direction sought with a large enough effect; inconclusive means small, poorly fitted or top-dose-only effect, or another doubt; inactive means no such curve, though single readings can be large; an effect the other way counts as inactive or inconclusive. An excerpt. The share of hits here may be higher or lower than overall.

SMILES	Pol III holo inh	Luciferase inh	HBB splice mod	ALOX15 inhib	GFP derepression	Tau filament bind	CRE-bla Fsk	UbGFP stabilizer	ERK AVP inh	HADH2 inh	Hsp90 Hop PPI
Cc1ccc(CN2CC34C=CC(O3)C(C(=O)NCc3ccc5c(c3)OCO5)C4C2=O)cc1 (centres undefined)	4%	0%	-0.6%	-26%	0%	-3%	-4%	0%	3%	4%	-11%
CCOC(=O)C1=C(C)NC2=C(C(=O)CC(C)(C)C2)C1c1ccc(N(C)C)cc1 (centres undefined)	7%	7%	-0.4%[57.5 µM]	-4%	-1%	-6%	-6%	-4%	6%	-4%	-8%
COc1ccc(N(C)C(=O)c2ccc3snnc3c2)cc1	6%	3%	-0.9%	0%	.	?	6%	-9%	-13%	-30%	-6%[2.3 µM]
Cc1cc(N2C(=O)c3ccc(C(=O)NCc4ccccc4)cc3C2=O)no1	-2%	1%	-1.5%[1.84 µM]	16%	5%	-8%	4%	7%	24%	-12%	2%
Cn1c(=O)c2c(nc(SCCNS(=O)(=O)c3ccccc3)n2C)n(C)c1=O	4%	1%	-3.6%	3%	-2%	10%	?	5%	1%	-3%	-5%
O=C(NC1CCCCCCC1)c1ccc2c(c1)OCO2	-7%	16µM*	-1.0%	-2%	0%	7%	6%	-4%	12%	22%	0%
Cc1c(Cl)cccc1NC(=O)CSCC(N)=O	-14%	3%	10%	0%	3%	-4%	-4%	1%	7%	-3%	-5%
CN1CCN(c2ncc3nc(-c4cc(F)cc(F)c4)c(=O)n(-c4ccccc4)c3n2)CC1	-4%	0%[11.4 µM]	2.9%	?	3%[9.22 µM]	52%	?	14%	50%[activator]	25µM*	15%
CC(=O)N1CCN(C(=O)CCc2nc3sc4c(c3c(=O)[nH]2)CCCC4)CC1	-6%	0%	-1.6%	4%	-1%	8%	2%	2%	?	10%	-3%
O=C1N(CC(=O)N2CCc3ccccc32)CCN1Cc1ccc(Cl)cc1	1%	0%	-0.8%	-5%	0%	9%	-12%	-6%	-6%	3%	2%
Cc1nn(Cc2ccc(C(=O)N3c4ccc(F)cc4CCC3C)o2)c(C)c1Br (centres undefined)	1%	1%	-1.3%	-11%	0%	4%	1%	12%	24%	-11%	-5%
CCOCCCNC(=O)CN1C(=O)CSc2cc(S(=O)(=O)N3CCCCCC3)ccc21	-2%	4%	-0.9%[57.5 µM]	-9%	0%	-13%	-5%	-3%	4%	1%	-1%
CCCn1nnnc1SCC(=O)Nc1nnc(CC)s1	-2%	2%	.	2%	-2%	4%	6%	-6%	12%	1%	0%
Clc1cccc(Cl)c1COc1ccccn1	-2%	-2%	.	-8%	0%	-14%	-3%	1%	16%	-1%	?
CC(=O)c1ccc(NS(=O)(=O)c2ccccc2)cc1	-1%[11.4 µM]	0%	-1.6%[0.0738 µM]	2%[11.4 µM]	-3%	1%[11.4 µM]	?	7%[9.17 µM]	14%	-20%[11.4 µM]	-3%[11 µM]
COc1cc2c(cc1NC(=O)CN1CCN(S(=O)(=O)c3ccc(F)cc3)CC1)oc1ccccc12	5%	0%	-1.3%	-3%	7%	91%	?	-8%	-26%	?	-6%
CC(C)NS(=O)(=O)c1cc(C(=O)O)ccc1Cl	-6%	-1%	0.1%	-5%	0%	1%	1%	-3%	-2%	-2%	-2%
Cn1c(=O)c2c(nc(SCC(=O)OCc3ccccc3)n2C)n(C)c1=O	0%	2%	-2.1%	-2%	0%	-6%	-3%	-6%	3%	7%	0%
CSc1ccc(S(=O)(=O)NCCOc2ccccc2C)cc1	-10%	-2%	-0.9%	-15%	-3%	-8%	3%	-6%	25%	3%	1%
CC1(C)CC(n2c(=S)[nH]c3ccccc3c2=O)CCO1 (centres undefined)	-2%	5%	-0.5%	-1%	2%	0%	15%	-3%	-16%	-1%	-1%
CCCCN(CCCNC(=O)C1CCN(S(=O)(=O)CC)CC1)c1ccccc1	13%	2%	-0.5%	-1%	1%	-21%	?	-10%	19%	8%	-2%
CSc1nc(C)c2cc(C)oc2n1	-7%	2%	.	11%	0%	-8%	10%	10%	18%	-5%	-1%
COc1cc(-c2cccs2)cc(=O)c2c(C)oc(C)c12	-4%	1%	.	?	-2%	-21%	-16%	3%	-15%	?	-9%
O=C(Cn1cnnn1)Nc1ccccc1Cc1ccccc1	-4%	-1%	-1.5%	-7%	4%	0%	?	-2%	-9%	-3%	-1%
O=c1[nH]c(CN2CCN(c3ccccc3)CC2)nc2ccccc12	3%	3%	-0.4%[57.5 µM]	-10%	-2%	-6%	?	2%	6%	15%	-4%
CC(NC(=O)Cc1ccc(F)cc1)C(c1cccs1)N1CCN(C)CC1 (centres undefined)	-2%	-1%	5.1%[0.369 µM]	-9%	3%	-1%	-10%	.	-19%	4%	-3%
CC(=NCc1ccco1)c1c(C)[nH]n(-c2nc3ccccc3s2)c1=O	2%	2µM*	-1.0%	-1%	1%	19%	?	8%	-16%	?	-5%
CCOc1ccccc1NC(=O)CCSc1nc2n[nH]c(C)c2c(=N)n1-c1ccccc1Cl	-2%	3%	2.8%	-7%	8%	i	1.6µM*	-5%	-15%	?	-1%
CCOC(=O)N1CCC(C(N)=O)CC1	0%	3%	-0.7%	16%	-1%	-8%	?	-6%	-3%	1%	2%
O=C1NC(c2ccccc2)(C(F)(F)F)SC2=NCCCN12 (centres undefined)	-2%	-2%	0.2%[57.5 µM]	2%	-2%	-7%	-3%	-1%	20%	-2%	-4%
CCc1ccc(-c2nc(CN3CCC(C(=O)N4CCN(c5ccccn5)CC4)CC3)c(C)o2)cc1	3%	0%	0.9%[1.84 µM]	-12%	0%	24%	?	1%	-23%	2%	-1%
Cc1csc(NC(=O)C(CC(C)C)NS(=O)(=O)c2ccc3c(c2)oc(=O)n3C)n1 (centres undefined)	-1%	-5%	0.5%	2%	.	-10%	1%	1%	-8%	8%	-4%[2.3 µM]
CCCCOCCOCCOCc1cc2c(cc1CCC)OCO2	-6%	.	0.6%	0%	.	-9%	-13%	.	27%	-10%	25%
O=C(O)C1CCCCC1C(=O)Nc1nc(-c2cccs2)cs1 (centres undefined)	-5%	1%	-0.9%	-9%	3%	-3%	-18%	0%	2%	-22%	-5%
O=C(Cn1cnc2ccccc2c1=O)NCc1ccco1	-1%	1%	2.4%	2%	0%	-8%	-9%	0%	-2%	10%	-3%
CCCCn1c2nc3ccccc3nc2c2c(=O)n(C(C)CC)cnc21 (centres undefined)	-5%	2%	-5.3%[57.5 µM]	-2%	0%	-21%	?	6%	-17%	-30%	6%
Cc1cc(NC(=O)COC(=O)C2COc3ccccc3O2)no1 (centres undefined)	-7%	-36%	-0.1%	6%	0%	0%	-6%	4%	12%	10%	0%
CCOc1ccc(-c2cc(CCCC(=O)Nc3cc(OC)ccc3OC)no2)cc1	3%	?	-1.2%	3%	-2%	68%	?	2%	14%	13%	-7%
